sEH inhibitor: inhibitors of human soluble epoxide hydrolase; recombinant human sEH enzymatic activity assay; inhibition, % at 2 µM; 91,000 compounds, 0.34% hits; AID 707; in the data active means inhibition above about 80%; further: values of inactives mirror those of a sister screen read the other way; many of its hits are not listed in these tables
E coli WT exp: blocks growth of wild type E. coli BW25113. OD600 absorbance. growth inhibition, % at 100 µM. 98,000 compounds, 0.15% hits. AID 710;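 active means growth inhibition above about 50% at one test dose, limit read from the data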;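 further: growth measured after 20 h incubation at 37 °C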
PLK1 PBD inh: Plk1 (human) PBD binding inhibition | P53350 | Plk1 PBD phosphopeptide binding, fluorescence polarization | inhibition, %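 (tested at about 20 µM)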 | 97,000 compounds, 0.13% hits | AID 693; in the data active means inhibition above about 34%, passing the limit was not always enough
cytoskel mod: cytoskeleton assembly modification | HUVEC TNFa F-actin phalloidin imaging, high content | inhibition, % at 2 µM | 91,000 compounds, 0.18% hits | AID 836;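 active means inhibition above the batch mean plus 3 SD and confirmed as a hit by visual image inspection, cut at about 30% in these data, passing the limit was not always enough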; further: strong numbers were not always called active
IL1B cytotox: toxic to HUVEC cells under IL-1B stimulation | HUVEC cell count loss, Hoechst imaging, IL-1B stimulated | 94,000 compounds, 0.41% hits | cell count reduction, % at 2 µM;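 active means cell count reduction more than 3 SD above the screen-wide mean, cut at about 70% in these data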;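 further: normalized per plate to untreated control cells as the no-loss baseline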
hDAT+cocaine: changed human dopamine transporter uptake under cocaine IC80. Q01959. LLC-PK1 hDAT cells, [14C]-dopamine uptake with cocaine IC80; actives deviate in either direction. B-score at 10 µM. 110,000 compounds, 1.3% hits;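 active means Z score or B-score, a plate-position-corrected score, falls beyond the plate's 99.7% confidence bounds, in either direction; inactive means both scores lie inside the 99.7% bounds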;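 further: scored against the spread of the other compound wells on the same plate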
Target sequence (Q01959 whole entry, looked up): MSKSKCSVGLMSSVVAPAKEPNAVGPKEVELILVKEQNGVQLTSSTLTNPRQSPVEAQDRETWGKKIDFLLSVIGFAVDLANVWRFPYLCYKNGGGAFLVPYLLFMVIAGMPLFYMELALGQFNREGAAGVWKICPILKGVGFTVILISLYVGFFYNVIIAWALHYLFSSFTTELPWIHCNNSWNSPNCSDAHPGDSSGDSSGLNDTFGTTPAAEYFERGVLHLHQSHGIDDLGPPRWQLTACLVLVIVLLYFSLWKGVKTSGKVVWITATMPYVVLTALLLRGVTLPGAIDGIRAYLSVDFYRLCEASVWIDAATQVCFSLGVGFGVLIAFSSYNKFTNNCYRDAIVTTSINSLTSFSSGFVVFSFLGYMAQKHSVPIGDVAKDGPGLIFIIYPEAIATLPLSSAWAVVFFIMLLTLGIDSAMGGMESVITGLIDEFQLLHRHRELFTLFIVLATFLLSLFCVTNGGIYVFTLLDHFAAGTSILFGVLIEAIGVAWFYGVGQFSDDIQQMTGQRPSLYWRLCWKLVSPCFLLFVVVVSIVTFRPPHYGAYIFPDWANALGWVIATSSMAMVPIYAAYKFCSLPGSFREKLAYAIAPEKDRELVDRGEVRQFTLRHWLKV
PLK1 kinase inh: inhibitors of human PLK1 kinase; 97,000 compounds, 0.53% hits; inhibition, % at 10 µM; recombinant PLK1 kinase, TR-FRET peptide phosphorylation; P53350;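 active means inhibition of 50% or more in the single-concentration screen; inactive means inhibition below 50%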;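 further: 0% = DMSO max control and 100% = H-89 dihydrochloride min control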
VCAM1 TNFa inh: reduces TNF alpha induced VCAM1 expression in HUVEC; HUVEC TNFa-induced VCAM-1 immunofluorescence, high-content imaging; 95,000 compounds, 0.48% hits; inhibition, % at 2 µM;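 active means inhibition above the batch mean plus 3 SD, with images confirmed as a hit by eye, cut at about 37% in these data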;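 further: 0% = TNF-stimulated DMSO wells and 100% = unstimulated control wells; not every result past the cut was called active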
HUVEC tox TNFa: HUVEC cytotoxicity counter-screen, TNF alpha stimulated; HUVEC TNFalpha-stimulated, Hoechst cell count, imaging; cell count reduction, % at 2 µM; 93,000 compounds, 0.17% hits;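 active means cell count reduction exceeding the screen mean by over 5 SD, scaled to untreated wells per plate, cut at about 78% in these data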;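 further: cells counted after 24 h of TNF alpha exposure following the 1 h pretreatment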
Active calls of the source: *; x = not tested or not shown.

A first look, 4 compounds:
SMILES	sEH inhibitor	E coli WT exp	PLK1 PBD inh	cytoskel mod	IL1B cytotox	hDAT+cocaine	PLK1 kinase inh	VCAM1 TNFa inh	HUVEC tox TNFa
CSCC[C@H](NC(=O)OC(C)(C)C)c1nnc(SCc2cccc(F)c2)o1	-12.0	-6.0	-30.3	40.0	-35.1	0.226	-5.5	13.3	-28.6
COn1c(=O)c(-c2ccc(Cl)cc2)[n+]([O-])c2ccccc21	-8.5	-7.0	-10.1	26.3	6.7	0.354	-9.3	13.9	28.1
CCN(CC)C(=O)CSc1nnc(CCCCCNC(=O)OC(C)(C)C)o1	10.1	-1.0	-2.8	-13.2	-7.0	0.412	-1.1	12.1	-31.7
COc1ccc(OCC(=O)OCCN2C(=O)c3ccccc3C2=O)cc1	-3.9	-3.0	-12.4	12.5	-7.1	1.37	-14.0	-2.5	1.6

All compounds of this part (from the top)
SMILES	sEH inhibitor	E coli WT exp	PLK1 PBD inh	cytoskel mod	IL1B cytotox	hDAT+cocaine	PLK1 kinase inh	VCAM1 TNFa inh	HUVEC tox TNFa
CSCC[C@H](NC(=O)OC(C)(C)C)c1nnc(SCc2cccc(F)c2)o1	-12.0	-6.0	-30.3	40.0	-35.1	0.226	-5.5	13.3	-28.6
COn1c(=O)c(-c2ccc(Cl)cc2)[n+]([O-])c2ccccc21	-8.5	-7.0	-10.1	26.3	6.7	0.354	-9.3	13.9	28.1
CCN(CC)C(=O)CSc1nnc(CCCCCNC(=O)OC(C)(C)C)o1	10.1	-1.0	-2.8	-13.2	-7.0	0.412	-1.1	12.1	-31.7
COc1ccc(OCC(=O)OCCN2C(=O)c3ccccc3C2=O)cc1	-3.9	-3.0	-12.4	12.5	-7.1	1.37	-14.0	-2.5	1.6
Cc1ccc(S(=O)(=O)NC(C)C(c2cccs2)N2CCN(c3ccccc3)CC2)cc1 (stereo unspecified)	7.8	-14.0	-10.9	6.5	-1.0	0.399	-3.3	6.3	-15.1
CCn1c(SCC(=O)N2CCN(c3cccc(Cl)c3)CC2)nc2ccccc2c1=O	3.1	x	12.0	-6.3	-7.5	0.0356	-2.8	96.1*	-0.8
COc1ccc2cc(C#N)c(SCC(=O)NNC(=O)Cc3ccccc3)nc2c1	-0.6	-7.0	27.1	-18.8	7.6	0.544	-32.5	27.2	6.6
Cc1ccc(OCC(=O)NC2=NCCS2)cc1	9.3	9.0	5.8	-19.2	-36.7	-0.743	-10.5	-4.0	20.7
O=C(c1cc(-c2ccccn2)nc2ccc(Br)cc12)N1CCc2ccccc2C1	-18.6	-1.0	3.4	24.6	1.4	x	-8.1	10.7	-34.1
CCOCCc1nnc(NC(=O)c2cccc(F)c2)s1	-9.2	-7.0	15.5	-5.8	-28.6	-0.48	-0.3	-14.9	-1.9
CCOC(=O)c1cc2c(ccn2C)n1CC(=O)N1CCC(C)CC1	2.7	-6.0	6.4	0.8	-2.5	-0.908	-6.6	7.7	3.5
COc1ccc(S(=O)(=O)N(C)C2CCN(C)CC2)cc1	5.9	0.0	16.4	10.8	12.7	-2.23	-3.2	19.0	-39.0
CCOC(=O)C(CC)(CC)C(=O)/C=C/c1cccc(Br)c1	-0.6	x	-3.6	-58.8	13.0	-0.213	-0.9	-8.1	6.5
CCn1c2c(c3cc(OCC(C)C)ccc31)CCCC2=O	-4.0	x	7.0	-3.6	-13.9	1.28	-15.4	-47.0	-4.3
COc1ccc(N(Cc2cc3cc(OC)ccc3[nH]c2=O)C(=O)C2CCCO2)cc1 (stereo unspecified)	-9.1	1.0	17.0	-27.8	-59.7	-0.00937	0.1	6.3	-36.2
CCC(=O)Nc1nnc(C(C)(C)C)s1	-5.1	3.0	18.4	18.2	-12.7	-0.921	2.7	6.0	-1.7
COc1ccc(CNC(=O)c2cccc(N(C)C)c2)cc1	18.6	9.0	-10.7	-2.8	-6.3	0.542	-8.1	17.2	-9.1
O=C(Nc1ccc2c(c1)OCCO2)C1c2ccccc2C(=O)N2CCc3ccccc3C12 (stereo unspecified)	-7.2	-8.0	-1.1	-15.5	8.0	0.0247	-10.3	6.1	-18.5
CCn1c(=NC(=O)CN2C(=O)CCC2=O)sc2c(OC)ccc(OC)c21	-3.8	1.0	-2.2	7.0	0.5	0.0297	-12.9	8.3	-22.8
N#Cc1c(/N=C/c2ccco2)sc2c1CCC2	5.2	4.0	-6.3	-0.5	0.4	-1.64	-6.1	27.3	-6.0
Cc1cccc2c1[nH]c1nc(N/N=C\c3ccco3)nnc12	-1.6	-3.0	-44.5	-7.1	-24.7	x	-7.9	1.4	-1.0
CS(=O)(=O)N(CC(=O)NCc1ccco1)Cc1ccc(Cl)cc1	4.8	10.0	19.9	8.0	-13.7	x	-5.0	18.9	-7.7
Cc1nc(NCCc2cnc[nH]2)c2oc3ccccc3c2n1	0.0	2.0	-26.2	x	0.4	-0.0504	6.1	x	x
O=C(Nc1ccc(-c2nnco2)cc1)c1ccccc1	4.3	-5.0	2.7	10.9	-35.5	-0.0415	-9.8	6.5	-20.2
COc1ccc(/C=C2/N=C3CCCCCN3C2=O)cc1OC	-12.9	x	-4.7	-4.9	-17.1	0.0552	-3.1	14.5	-13.8
CCOCCCNC(=O)CS(=O)(=O)Cc1nc(-c2cccc(OC)c2)oc1C	2.2	4.0	13.1	5.5	-24.2	0.99	-0.6	-15.0	19.2
O=C(COC(=O)c1ccccc1[N+](=O)[O-])c1ccc(C2CCCCC2)cc1	-1.1	-8.0	10.8	-12.6	-20.7	-1.19	-10.8	12.9	-19.8
Cc1ccc(C(=O)Nc2ccc(OCc3ccccc3)cc2)cc1[N+](=O)[O-]	-17.9	-3.0	-3.0	-9.4	-41.6	0.751	-1.3	-42.2	0.9
O=C(Nc1ccccc1)NC1CCS(=O)(=O)C1 (stereo unspecified)	0.6	x	-21.2	-2.4	9.3	-0.00498	-10.0	-12.5	-23.7
O=C(N1CCOCC1)N1CCN(C(c2ccccc2)c2ccccc2)CC1	1.4	1.0	-14.4	5.9	8.5	1.58	-10.7	9.8	-27.2
O=C(NCCN1CCCCC1)c1cc(OCC(F)(F)F)ccc1OCC(F)(F)F	-8.8	0.0	-17.3	5.7	x	-0.306	-7.6	-3.1	13.5
Cc1cc(C)c2nc(C(F)(F)F)nc(NCCCN3CCOCC3)c2c1	-14.8	5.0	0.5	-19.3	-31.8	0.163	2.3	15.0	-16.3
COc1ccc(CC(=O)Nc2cc(=O)n(C)c(=O)n2C)cc1	-6.3	8.0	-5.2	-2.8	15.3	0.864	3.9	3.3	37.3
Cc1ccc2c(CSc3nnc(N)s3)cc(=O)oc2c1	7.4	-6.0	15.6	-16.4	2.9	-0.113	-7.3	30.1	4.3
COc1cc(-c2nnc(-c3ccc(N4CCOCC4)cc3)o2)cc(OC)c1OC	-14.0	-2.0	9.6	-12.7	2.8	-0.94	-13.6	12.4	0.0
Cc1ccc(CC2CC(=O)N(CC(=O)O)C2=O)cc1 (stereo unspecified)	-2.5	x	0.5	-3.1	-33.1	-0.632	-10.4	-1.2	-22.9
CCC(C)(C(=O)NC1CCCC1)N(C(=O)CC1NC(=O)NC1=O)c1ccc(C)cc1 (stereo unspecified)	-5.1	8.0	0.7	10.6	-16.9	-0.934	-5.3	2.9	-22.5
CCN(CC)CCn1c2ccc(Cl)cc2c2nc(C)sc21	-9.3	10.0	6.6	6.9	0.0	0.815	-3.8	12.6	-27.2
CS(=O)(=O)c1sc2nc(-c3ccccc3)cc(-c3ccccc3)c2c1N	1.7	-19.0	-7.7	2.9	-151.3	-0.171	-12.2	-20.3	-15.7
CCn1ncc(C2=NOC(C(=O)NCc3ccc(OC)cc3)C2)c1C (stereo unspecified)	x	-7.0	0.8	-7.8	15.2	-0.0853	-1.3	16.1	55.8
O=C(COCCOCC(=O)N(c1ccccn1)C1CCCCC1)N(c1ccccn1)C1CCCCC1	7.2	1.0	-0.4	-53.4	-31.1	-0.144	-13.2	18.4	6.3
Oc1cccc(Nc2ncnc3ccccc23)c1	-0.2	12.0	7.1	24.8	2.9	0.112	-0.8	4.8	-17.2
CN1C(=S)SC(N(O)C(=O)Nc2cccc3ccccc23)C1(C)C (stereo unspecified)	4.4	5.0	-9.3	-17.8	-3.4	0.203	-4.7	-6.3	-11.6
CCCOc1ccc(C(=O)NC(C)C(=O)O)cc1 (stereo unspecified)	0.4	-12.0	11.4	4.1	14.9	-1.37	-0.3	30.2	2.3
CCCCCOC(=O)C1[C@H]2C(=O)N(Cc3cccs3)C[C@]23C=C[C@H]1O3 (stereo partly specified)	-7.9	11.0	0.3	-16.1	-47.0	0.919	-12.1	11.3	-17.1
CC1(C)Cc2c(c(-c3ccccc3)nc(N3CCOCC3)c2C(N)=O)CO1	-0.2	3.0	4.3	0.6	9.7	-1.03	-11.9	9.0	-11.3
CCOC(=O)c1sc(Nc2cccc(C)c2C)nc1C	2.4	23.0	-6.4	1.3	-22.0	x	-9.8	0.6	6.8
CCCCCCCCCCCC(=O)N/N=C/c1ccco1	-4.0	-4.0	-23.1	11.0	-7.8	0.67	-3.8	-38.2	-12.3
COc1cc(NC(=O)CN(C)S(=O)(=O)c2ccc3c(c2)CCC(=O)N3)cc(OC)c1	-2.8	-1.0	15.3	9.7	-7.0	-0.102	-2.0	8.3	-17.3
CC(C)C(NC(=O)OC(C)(C)C)C(=O)N1CCCC1C(=O)NC(Cc1ccccc1)C(N)=O (stereo unspecified)	-10.7	0.0	18.0	0.0	-20.7	-0.639	-1.0	3.2	-33.3
O=C1c2ccccc2S(=O)(=O)N1Cc1cc(=O)n2ccsc2n1	-6.6	7.0	14.2	-3.0	-22.9	0.403	-12.4	25.4	-26.9
OC1CCCN(Cc2ccc3ccc4cccc5ccc2c3c45)C1 (stereo unspecified)	4.9	38.0	-23.6	-16.2	-10.5	1.06	-2.5	-14.8	17.5
O=C1CN(C(=O)COC(=O)c2cccc(S(=O)(=O)NCc3ccccc3)c2)c2ccccc2N1	1.6	-3.0	-1.9	11.5	12.5	0.599	2.7	-1.3	-22.0
COc1ccccc1C(O)Cc1nc2ccccc2n1C (stereo unspecified)	8.8	1.0	2.0	11.0	-50.4	-0.0125	-2.3	-4.3	-43.8
CCOc1ccccc1N/C(=C(/C(Cl)=C(Cl)Cl)[N+](=O)[O-])n1cncn1	-11.7	-3.0	15.4	x	-13.4	1.39	0.4	31.8	4.7
Cc1sc2nc3c4ccccc4c(NCc4ccco4)nn3c(=O)c2c1C	-3.9	-8.0	0.0	0.9	7.9	0.999	-8.8	-5.2	-8.8
CCOC(=O)NC(c1ccccc1)C1CCCCC1=O (stereo unspecified)	-6.0	1.0	-22.2	-2.4	-170.0	0.614	-11.8	6.2	-6.0
CC(NC(=O)C1CCN(c2nnc(-n3cccc3)s2)CC1)C12CC3CC(CC(C3)C1)C2 (stereo unspecified)	5.4	2.0	-20.7	11.2	20.2	0.45	-11.5	15.5	-11.3
CCOC(=O)c1[nH]c(C(=O)O)c(CCC(=O)OC)c1C	15.4	0.0	-5.0	-15.8	-2.3	-0.0081	-7.6	-1.4	-21.1
Cc1ccc(-c2nnc(N3CCN(S(C)(=O)=O)CC3)c3ccccc23)cc1	16.6	2.0	-20.9	21.5	-20.2	0.802	-8.7	-24.0	-2.8

Remaining list, next part.
SMILES	sEH inhibitor	E coli WT exp	PLK1 PBD inh	cytoskel mod	IL1B cytotox	hDAT+cocaine	PLK1 kinase inh	VCAM1 TNFa inh	HUVEC tox TNFa
O=C1NC(=O)c2cc(NC(=O)C3CCCO3)ccc21 (stereo unspecified)	6.7	-3.0	2.5	-9.8	-10.2	-1.54	-12.0	17.9	-0.5
Cc1nnc(SCC(=O)N2CCOCC2)n1C	-4.4	3.0	0.5	-21.5	-100.0	0.0541	-6.8	19.7	-27.0
COc1ccc(NC(=O)CSc2nnc(Cn3nnc4ccccc43)n2C)cc1	-5.2	-8.0	-4.4	-8.0	28.5	0.0466	-9.8	-23.4	11.7
C=CCn1c(SCC(=O)N(CC)CC)nc(O)cc1=O	0.5	4.0	-20.5	x	0.8	-1	-0.1	-3.8	-29.6
